Screening data deposited in PubChem by several laboratories.
phage Ecoli inh = E. coli growth loss with phage present | growth absorbance | inhibition, % at 11.9 µM | 0.26% of 360,000 active | AID 651602; in the data active = inhibition above about 11%
OPRM1-OPRD1 inv = inverse agonist of human OPRM1-OPRD1 heterodimerization; P35372+P41143; 0.21% of 340,000 active; AID 504357; inhibition, % at 9.3 µM; cell-based MOR-DOR heterodimer luminescence, inverse agonism; in the data active = inhibition above about 22%, passing the limit was not always enough;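 note: 0% = cells with DMSO and 100% = wells without cells with DMSO; values of inactives mirror those of a sister screen read the other way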
Target sequence (P35372 whole entry, looked up): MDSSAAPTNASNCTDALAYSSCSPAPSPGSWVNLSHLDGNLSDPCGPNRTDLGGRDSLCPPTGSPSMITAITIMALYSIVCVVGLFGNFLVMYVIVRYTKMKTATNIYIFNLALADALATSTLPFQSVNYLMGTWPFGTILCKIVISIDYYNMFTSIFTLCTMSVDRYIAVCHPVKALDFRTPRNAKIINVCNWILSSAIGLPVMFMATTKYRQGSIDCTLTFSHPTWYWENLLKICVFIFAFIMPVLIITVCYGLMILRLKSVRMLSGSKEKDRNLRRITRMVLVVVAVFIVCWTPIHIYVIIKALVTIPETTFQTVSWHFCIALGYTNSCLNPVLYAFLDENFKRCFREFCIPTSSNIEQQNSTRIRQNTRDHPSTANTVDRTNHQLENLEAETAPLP
Target sequence (P41143 whole entry, looked up): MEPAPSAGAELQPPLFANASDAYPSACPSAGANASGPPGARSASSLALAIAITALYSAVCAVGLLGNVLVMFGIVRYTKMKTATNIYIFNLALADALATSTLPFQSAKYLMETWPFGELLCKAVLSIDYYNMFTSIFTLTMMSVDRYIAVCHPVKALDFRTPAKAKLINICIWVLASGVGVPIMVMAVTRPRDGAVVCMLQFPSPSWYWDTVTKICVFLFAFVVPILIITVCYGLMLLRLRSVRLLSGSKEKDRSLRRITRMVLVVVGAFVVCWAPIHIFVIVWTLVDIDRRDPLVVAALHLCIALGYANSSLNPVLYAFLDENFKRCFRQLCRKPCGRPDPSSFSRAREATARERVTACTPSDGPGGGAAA
Pemphigus Ab inh = human desmoglein-3 autoantibody binding inhibition; P32926; DSG3-coupled beads, scFv-anti-DSG3-GFP binding, flow cytometry; hits give low values; binding (percent of control), % at 10 µM; 0.48% of 310,000 active; AID 588358;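 active = binding more than 3 SD below its plate's average and above zero; inconclusive = below that plate limit but binding exactly zero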;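 note: hits lower antibody fragment binding to DSG3; some compounds called inactive have numbers as strong as hits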
Tat export inh = blocks Tat-dependent protein export in E. coli; E. coli MC4100 TorA-mCherry Tat export, fluorescence; inhibition, % at 10 µM; 0.036% of 340,000 active;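 active = mean replicate inhibition at least 50% and at least half of replicates individually reaching 50%; inconclusive = only one of the two criteria met; inactive = neither criterion met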;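 note: exported cargo escapes ClpAP degradation while cytoplasmic cargo is degraded and loses fluorescence; 0% = median of neutral control wells and 100% = median of NaSCN control wells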
MOR-DOR ag = agonists of human mu-delta opioid receptor heterodimerization; P35372+P41143; cells, OPRM1-OPRD1 heterodimerization, luminescence; activation, % at 9.3 µM; 0.3% of 340,000 active; in the data active = activation above about 18%;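 note: 0% = vehicle-treated cells and 100% = reference agonist; values of inactives mirror those of a sister screen read the other way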
AddAB inh = less growth of phage-infected E. coli with AddAB. E. coli expressing H. pylori AddAB, absorbance growth. inhibition, % at 11.9 µM. 0.29% of 330,000 active; in the data active = inhibition above about 12%;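 note: 0% = vehicle wells of infected cells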
PKA-R1A activ = activates the PKA-R1A holoenzyme complex. P00514+P68181. PKA-R1A dissociation, Cy5-IP20 fluorescence polarization; scaled: DMSO 0%, 113 µM cGMP 100%. activation, % at 11.4 µM. 0.083% of 340,000 active;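 active = percent activation above the mean of all tested compounds plus 3 SD, cut at about 19% in these data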;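 note: higher means more PKAc released from R1A so a rise in polarization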
SUMO Mot1 rescue = inhibitors of SUMOylation pathway: yeast Mot1-301 growth rescue. 1% of 320,000 active. S. cerevisiae Mot1-301 growth rescue, ATP luminescence, 38.5C; percent above DMSO median, 100 means doubled. AID 2716. growth rescue, % at 18.8 µM;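 active = every valid replicate shows activation above 250% relative to neutral control wells; inactive = the rest, any valid replicate at or below 250%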;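 note: OY570 slx delta 5 strain wells were the positive control but not used for scaling; some compounds called inactive have numbers as strong as hits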
Arrestin-AP2 inh = blocks beta-arrestin peptide binding to AP2 adaptin | 0.31% of 340,000 active | FITC-arrestin peptide / GST-AP2 beads, flow cytometry; AP2 beta2 appendage carries R879A mutation | inhibition, % at 10 µM;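 active = inhibition above a set limit, near 3 SD of compounds lacking own fluorescence, cut at about 54% in these data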;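 note: plate controls were DMSO wells for no effect and 5 µM unlabelled arrestin peptide for full effect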
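System: GST-AP2 R879A bound to glutathione beads, E. coli-expressed. Also added: 50 nM FITC-arrestin peptide. Schedule: compound with beads 12 min RT, then probe 1 h RT. Signal: bead flow cytometry, FITC channel. Read-out basis: percent response.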
Ecoli viability = counter-screen for AddAB inhibitors: E. coli growth inhibition; inhibition, % at 11.9 µM; E. coli V3065 growth, OD600 absorbance, 18 h; 0.27% of 330,000 active; AID 449728;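 active = inhibition above the campaign's mean inhibition across all tested compounds plus 3 SD, cut at about 9.9% in these data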;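 note: uninfected addAB+ strain grown without phage in ampicillin broth; 0% = DMSO wells and 100% = ciprofloxacin 0.95 µg/ml wells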
PfHsp90 set2 = inhibits growth of yeast expressing Plasmodium falciparum Hsp90; inhibition, % at 9.4 µM; 0.32% of 310,000 active; S. cerevisiae expressing PfHsp90, BacTiter-Glo ATP, 48 h; yeast lacking PDR1 and PDR3 efflux regulators; AID 504621;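 active = every replicate shows inhibition above about 80%, whatever the replicate mean, limit read from the data; inconclusive = mean inhibition reaches the set limit but some replicate falls short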;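 note: 0% = DMSO neutral controls and 100% = 20 µM radicicol positive controls; yeast relying on Plasmodium falciparum Hsp90 in place of its own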
* marks the source's active call; other numbers are inactive results; u = inconclusive; x = no result given.

SMILES | phage Ecoli inh | OPRM1-OPRD1 inv | Pemphigus Ab inh | Tat export inh | MOR-DOR ag | AddAB inh | PKA-R1A activ | SUMO Mot1 rescue | Arrestin-AP2 inh | Ecoli viability | PfHsp90 set2
COC(=O)c1[nH]c2cc(OC)ccc2c1NC(=O)CCN1CCCC(C)(C)C1 | 1.7 | -4 | 102 | -7 | 0.8 | 0.9 | 0 | -21 | -12 | -0.6 | 15
O=C(COc1ccccc1)Nc1c2c(nn1-c1ccccc1)CS(=O)C2 (stereo not drawn) | 0.1 | 14 | 102 | 3 | -2.5 | -1.1 | -10 | 223 | 0 | 0.2 | 1
COc1ccc(CCNC(=O)c2nnn(-c3cc(C)cc(C)c3)c2N)cc1OC | 3.1 | 8 | 94 | 8 | -1.7 | 2.6 | 3 | x | -2 | -1.6 | -8
Cc1noc(C)c1COc1cccc(C(=O)Nc2cccnc2)c1 | 2.3 | 8 | 104 | 11 | -1.6 | -1.2 | -15 | 13 | -5 | 0.7 | 14
Cc1c(NC(=O)c2cccc(NC(=O)COc3ccccc3C#N)c2)c(=O)n(-c2ccccc2)n1C | 1.8 | -25 | 106 | -20 | 3.9 | x | 13 | x | 46 | x | x
COCCn1c(SCC(=O)NC(=O)Cc2ccccc2)nc2ccccc2c1=O | 3.1 | 11 | 99 | -5 | -2.1 | 0.6 | -9 | -14 | -7 | 0.7 | -16
CN1CCC(OC(c2ccccc2)c2ccc(Cl)cc2)C1 (stereo not drawn) | 3.0 | 16 | 96 | 6 | -3.2 | x | -1 | x | 39 | x | x
Nn1cc(-c2ccccc2)nc1SCC(=O)NC1CCS(=O)(=O)C1 (stereo not drawn) | 1.9 | 12 | 99 | 4 | -2.3 | 1.4 | -4 | 283 | 0 | 2.0 | x
CCCc1cc(C(=O)O)c2ccccc2n1 | x | 11 | 97 | 2 | -2.2 | 2.3 | -10 | -6 | 4 | 1.3 | 15
CCCCc1nc(N2CCN(C(=O)c3ccco3)CC2)c(C#N)c2c1CCCC2 | -1.9 | -6 | 100 | 15 | 1.1 | 5.4 | 2 | -6 | 3 | 1.5 | -15
CCN1CC(CN(C)Cc2nc(-c3ccc(C(F)(F)F)cc3)oc2C)CC1=O (stereo not drawn) | 2.4 | -15 | 109 | -18 | 2.1 | 4.8 | -16 | 9 | 0 | -1.7 | -15
CCCSc1nnc(C(C)C)n1N | 1.2 | 14 | 104 | -8 | -2.7 | 0.0 | 1 | -6 | -8 | -0.2 | 9
O=C(CCC(=O)Nc1cccc(C(F)(F)F)c1)NCC1CCCO1 (stereo not drawn) | 2.2 | 3 | 119 | -1 | -0.6 | 1.2 | 0 | -7 | 3 | -0.6 | -10
CCOC(=O)N1CCN(C/C(Cl)=C/c2ccccc2)CC1 | -1.3 | 8 | 96 | 3 | -1.5 | 4.8 | 6 | 3 | -4 | 0.9 | 4
CC1=NN(c2ccccc2)C(=O)/C1=C/C=C/c1ccc(N(C)C)cc1 | -1.3 | 20 | 94 | -5 | -3.8 | x | -10 | x | 8 | x | 27
CCN1C(=O)[C@H]2[C@H]3CN=C(SCc4ccc(C)cc4)N3[C@@](C)(C(=O)OC)[C@H]2C1=O | 2.5 | 6 | 97 | -4 | -1.1 | -1.5 | -3 | x | 17 | 1.8 | 10
Cc1[nH]c2ccccc2c1C(=O)NS(=O)(=O)Nc1ccc(Cl)cc1 | 4.1 | 5 | 97 | -3 | -0.9 | -2.1 | 1 | -8 | 3 | -0.9 | -6
COc1ccc(N2CCN(c3n[nH]c(N)n3)CC2)cc1 | 3.6 | 10 | 100 | -11 | -1.7 | 3.8 | 3 | 15 | -2 | 0.0 | 8
COc1ccc(C(=O)N2CC3(CC(c4cccc([N+](=O)[O-])c4)=NO3)C[C@H]2C(=O)NCC(N)=O)cc1 (stereo partly drawn) | 1.8 | 17 | 99 | -6 | -2.9 | 1.6 | -2 | -33 | 2 | 0.0 | 23
CSc1nsc(SC)c1NC(=O)OCCc1ccccn1 | 0.9 | 5 | 102 | -6 | -0.9 | 4.3 | -7 | -10 | 18 | 1.6 | -14
CCOc1ccccc1CN1CCN(Cc2cccc3c2OCO3)CC1CCO (stereo not drawn) | 2.8 | -5 | 86 | 4 | 0.7 | 1.7 | -2 | 15 | 3 | -1.9 | 3
Cc1ccc(CN(Cc2ccco2)C(=S)NCC(=O)NCc2cccnc2)cc1 | -0.3 | 1 | 114 | -1 | -0.2 | 1.4 | 1 | 9 | -28 | -0.4 | -23
Nc1nc(NCc2ccco2)nc(N2CCOCC2)c1[N+](=O)[O-] | 1.5 | 14 | x | -2 | -2.8 | 0.7 | -1 | -4 | 2 | -0.7 | -5
C=C(C)C1CC=C(CN2CCC(O)CC2)CC1 (stereo not drawn) | -1.3 | 16 | 98 | 5 | -2.9 | 2.5 | 0 | 13 | 12 | -1.2 | 14
COCCNC(=O)/C(C#N)=C/c1ccc(O)cc1 | 3.3 | 13 | 102 | 14 | -2.4 | 1.0 | -10 | -57 | -22 | 4.6 | -1
CCOc1ccc(C(=O)CSCC(=O)O)cc1 | -1.7 | 8 | 95 | -4 | -1.5 | 1.4 | -10 | -10 | -2 | 0.9 | 6
COC(CNC(=O)c1ccc2c(c1)ncn2-c1cc(C)cc(C)c1)OC | 0.7 | 13 | 105 | -12 | -2.7 | 0.5 | 5 | 23 | 2 | -0.8 | 10
O=C(CCN1C(=O)/C(=C/c2cccc(Br)c2)SC1=S)NNC(=O)c1cccnc1 | x | -4 | 83* | -1 | 0.7 | 0.4 | -2 | 10 | 0 | 0.0 | -7
COC(=O)c1ccc(NC(=S)Nc2cccc(C)n2)cc1 | 2.2 | 4 | 100 | -5 | -0.8 | -2.2 | -4 | 8 | -7 | -0.8 | 10
Nc1nonc1-n1nnc(C(=O)N/N=C/c2ccccc2O)c1CN1CCCC1 | 1.7 | 0 | x | 2 | 0.0 | 4.5 | 11 | 62 | 6 | -0.3 | -7
O=c1[nH]c(C2CCCN(S(=O)(=O)c3ccccc3Cl)C2)nc2c1nnn2Cc1ccc2c(c1)OCCO2 (stereo not drawn) | -1.4 | -12 | 77* | 14 | 2.2 | 1.6 | 3 | 14 | -4 | -1.0 | 6
CCOc1ccc(OCCOCCN2CCOCC2)cc1 | 0.0 | -2 | 68 | -6 | 0.2 | -2.1 | -6 | x | 27 | -0.2 | 38
O=C(CC1C(=O)NCCN1Cc1ccccc1C(F)(F)F)NC1CCCCC1 (stereo not drawn) | -0.7 | 24 | 97 | -9 | -4.7 | 3.0 | -9 | 195 | -4 | -0.6 | 0
Cc1cc(C)c(S(=O)(=O)Nc2ccc(N3CCOCC3)cc2)c(C)c1 | 2.0 | -6 | 103 | 0 | 1.2 | 0.3 | 1 | -32 | -3 | -2.3 | -12
O=c1cc(CN2CCN(c3ccc(F)cc3)CC2)c2cc3c(cc2o1)CCCC3 | 0.1 | -2 | 98 | 4 | 0.4 | 2.3 | -2 | -9 | -2 | -1.3 | -15
O=C(O)c1nn(-c2ccc(F)cc2)ccc1=O | 2.2 | 0 | 103 | -1 | 0.0 | 0.7 | -5 | -15 | 19 | 1.2 | -12
COc1ccc(C(=O)CSc2nnc(-c3ccco3)o2)cc1 | 4.4 | 13 | 100 | -12 | -2.4 | 3.1 | -10 | 172 | 0 | 0.1 | 0
COc1cccc2c(N/N=C/c3ccc(O)c(O)c3)cc(C)nc12 | -0.7 | 9 | 108 | -1 | -1.7 | 1.8 | -19 | 5 | 13 | -1.0 | -8
O=c1[nH]n2c(-c3ccccc3)nc(O)c2c2ccccc12 | 2.9 | -1 | 91 | -5 | 0.1 | -3.7 | -10 | 26 | 0 | -1.1 | 16
O=C(NNS(=O)(=O)c1ccc(C(=O)NC2CCCC2)cc1)c1ccncc1 | 3.6 | 5 | 97 | 1 | -1.0 | -1.9 | 0 | -17 | 33 | -2.6 | -19

3 entries already listed, ordered by the value under Tat export inh, low to high.
SMILES	Tat export inh
COC(=O)c1ccc(NC(=S)Nc2cccc(C)n2)cc1	-5
Nc1nc(NCc2ccco2)nc(N2CCOCC2)c1[N+](=O)[O-]	-2
C=C(C)C1CC=C(CN2CCC(O)CC2)CC1 (stereo not drawn)	5

More compounds
SMILES | phage Ecoli inh | OPRM1-OPRD1 inv | Pemphigus Ab inh | Tat export inh | MOR-DOR ag | AddAB inh | PKA-R1A activ | SUMO Mot1 rescue | Arrestin-AP2 inh | Ecoli viability | PfHsp90 set2
CC1CC(C)CN(C(=O)COC(=O)C2CCN(S(=O)(=O)c3c(Cl)cccc3Cl)CC2)C1 (stereo not drawn) | 5.6 | -8 | 102 | 9 | 1.2 | 0.9 | -10 | -1 | 17 | -0.9 | -10
Cc1cccc(OCCCN2CCOCC2)c1C | 0.8 | 15 | 98 | -5 | -3.3 | 3.0 | -2 | 35 | 7 | -1.4 | 15
COc1ccc2nc(NC(=O)c3cccc(OCc4c(C)noc4C)c3)sc2c1 | 2.5 | 0 | 105 | -2 | -0.1 | 1.1 | -15 | 141 | -2 | 1.5 | x
Cc1ccc(NC(=O)COC(=O)C2CC2C)c(S(=O)(=O)N2CCCCC2)c1 (stereo not drawn) | 2.9 | -35 | 107 | -2 | 6.2 | -2.6 | -12 | 5 | 3 | -2.8 | -2
Cc1ccc(N(CC(=O)Nc2cc(Cl)ccc2Oc2ccccc2)S(C)(=O)=O)c(C)c1 | 0.2 | 5 | 105 | -7 | -1.1 | 4.1 | -17 | -4 | 1 | 1.6 | 5
CCOC(=O)c1ccccc1-n1nnnc1C | 2.8 | 2 | 114 | u | -0.5 | -0.2 | -17 | 10 | 21 | 0.3 | -1
CN1C(=O)CS/C1=N\NC(=O)COc1cccc2cccnc12 | 4.5 | 6 | 101 | -5 | -1.1 | 3.3 | -16 | 0 | -26 | -0.1 | 2
N#CCCSc1ccccc1NC(=O)c1cc(=O)c2ccccc2o1 | 3.5 | 20 | 104 | 2 | -3.9 | 0.6 | -1 | -18 | 35 | -0.4 | -5
Cc1cccnc1NC(=O)c1csnn1 | 2.6 | 19 | 94 | -6 | -3.5 | -2.8 | 1 | 7 | 24 | -3.0 | 8
CS(=O)(=O)c1ccc(C(=O)OCC(=O)N(CCc2ccccc2)Cc2ccccc2)cc1 | x | -12 | 116 | 9 | 2.2 | -2.9 | -6 | 13 | 19 | -1.1 | x
O=S(=O)(CCN1CCCC1)NCCNS(=O)(=O)c1ccc(F)cc1Br | 2.0 | 22 | 108 | 10 | -4.7 | x | -8 | x | 35 | x | 11
Cc1ccc(NC(=O)CSC(C)C(=O)NCCc2ccccn2)cc1 (stereo not drawn) | 3.0 | -3 | 115 | -1 | 0.6 | -0.4 | -6 | -6 | 10 | 0.8 | -53
COc1ccc(S(=O)(=O)NNc2nc(C)cc(C)n2)cc1[N+](=O)[O-] | 2.8 | 46* | 98 | -9 | -8.2 | 4.2 | 5 | -15 | -1 | 2.3 | -8
